Compound activity from PubChem.
All columns: NCI-60 one-dose screen, growth in % after 48 h at 10 µM unless noted; 100 = growth as untreated, 0 = no growth, -100 = all killed.
IGROV1 = IGROV1 ovarian cancer; hit rate 4.7% among 79,000
OVCAR-4 = OVCAR-4 ovarian cancer cells | hit rate 3.7% among 80,000
RXF 393 = RXF 393 renal cancer cells. hit rate 6.9% among 77,000
OVCAR-8 = OVCAR-8 ovarian cancer; hit rate 4.4% among 81,000
ACHN = ACHN renal cancer. hit rate 4.9% among 81,000. AID 1794771
SK-OV-3 = SK-OV-3 ovarian cancer cells. hit rate 3.2% among 80,000. AID 1794785
OVCAR-5 = OVCAR-5 ovarian cancer | hit rate 2.9% among 82,000
OVCAR-3 = OVCAR-3 ovarian cancer. hit rate 7% among 79,000. AID 1794787
A498 = A498 renal cancer cells. hit rate 5.4% among 76,000
Numbers without * were called inactive; & = joins results of further samples. How the source made its calls: active means growth percent below 10; inactive means the rest.

Screening CCCCC1(CC)COC(c2ccccc2Cl)OC1 (centres undefined) returned OVCAR-4 96, RXF 393 108, OVCAR-8 106, ACHN 106, SK-OV-3 113, OVCAR-5 102, OVCAR-3 106 and A498 103.
Screening O=C(c1ccccc1)N(C(=O)c1ccccc1)c1ccccc1 returned IGROV1 108, OVCAR-4 100, RXF 393 103, OVCAR-8 102, ACHN 108, SK-OV-3 93, OVCAR-5 105, OVCAR-3 99 and A498 86.
`Cc1ccc(O)c(Cc2cccc(Cl)c2)c1` gave IGROV1 110, OVCAR-4 106, RXF 393 80, OVCAR-8 101, ACHN 109, SK-OV-3 132, OVCAR-5 99, OVCAR-3 103 and A498 92.
For COc1ccc(C(=O)/C=C/c2cc(-c3cc4ccccc4o3)n(-c3ccccc3)n2)cc1OC the results were IGROV1 103, OVCAR-4 101, RXF 393 109, OVCAR-8 101, ACHN 99, SK-OV-3 89, OVCAR-5 100, OVCAR-3 112 and A498 93.
`COc1cc(CNC(=O)CCCC/C=C/C(C)C)ccc1OCc1cn(-c2ccccc2F)nn1` gave IGROV1 101, OVCAR-4 84, RXF 393 103, OVCAR-8 95, ACHN 91, SK-OV-3 98, OVCAR-5 103, OVCAR-3 98 and A498 83.
For CCOC(=O)N/N=C/c1ccccc1 the results were IGROV1 111, OVCAR-4 108, RXF 393 114, OVCAR-8 109, ACHN 102, SK-OV-3 97, OVCAR-5 105, OVCAR-3 108 and A498 101.
Screening C1CCc2nnnn2CC1 returned IGROV1 112&120, OVCAR-4 102&99&120, RXF 393 128&110&121, OVCAR-8 109&101, ACHN 113&106&106, SK-OV-3 117&109&104, OVCAR-5 104&101&110, OVCAR-3 117&124&123 and A498 109&93&105.
For COc1ccc(/C=C/C(=O)c2ccccc2)cc1 the results were IGROV1 82&94, OVCAR-4 83&98, RXF 393 86&84, OVCAR-8 95&86, ACHN 99&117, SK-OV-3 106&104, OVCAR-5 91&111, OVCAR-3 90&102 and A498 96&89.
`CCN(CC)CCOc1ccccc1-n1c(C)ccc1-c1ccccc1` gave IGROV1 71, OVCAR-4 106, RXF 393 85, OVCAR-8 97, ACHN 105, SK-OV-3 100, OVCAR-5 101, OVCAR-3 79 and A498 65.
For C/C=C/c1nc2ccccc2s1 the results were IGROV1 92, OVCAR-4 106, RXF 393 126, OVCAR-8 108, ACHN 93, SK-OV-3 97, OVCAR-5 100, OVCAR-3 106 and A498 120.
`Cc1nn2c(-c3nc4ccc(F)cc4[nH]3)c(-c3ccccc3)nc2s1` gave IGROV1 93, OVCAR-4 131, RXF 393 117, OVCAR-8 103, ACHN 102, SK-OV-3 99, OVCAR-5 101, OVCAR-3 117 and A498 111.
CC(=O)c1c(C)[nH]c2c1c(-c1cccnc1)nc1ccccc12 was read as IGROV1 98, OVCAR-4 82, RXF 393 92, OVCAR-8 92, ACHN 98, SK-OV-3 102, OVCAR-5 101, OVCAR-3 93 and A498 96.
`Cc1ccc2[nH]c(=O)c(C3CNC(=O)c4ccccc4N3)cc2c1` (centres undefined) gave OVCAR-4 108, RXF 393 109, OVCAR-8 113, ACHN 103, SK-OV-3 110, OVCAR-5 93, OVCAR-3 107 and A498 93.
Cc1nn(-c2ccccc2)c2[nH]c(-c3ccc(Cl)cc3)c(C3C(=O)Nc4ccc(Cl)cc43)c12 (centres undefined) was read as IGROV1 86, OVCAR-4 44, RXF 393 47, OVCAR-8 35, ACHN 88, SK-OV-3 101, OVCAR-5 72, OVCAR-3 47 and A498 119.
Screening CC(=O)CC(=O)NC1CCCC1 returned IGROV1 108, OVCAR-4 103, RXF 393 105, OVCAR-8 95, ACHN 109, SK-OV-3 106, OVCAR-5 97 and OVCAR-3 110.
For Cc1[nH]n(C(N)=S)c(=O)c1N=Nc1ccc(S(=O)(=O)N=C(N)N)cc1 the results were IGROV1 34&104, OVCAR-4 98&100, RXF 393 119&109, OVCAR-8 101&103, ACHN 110&94, SK-OV-3 111&117, OVCAR-5 116&103, OVCAR-3 113&117 and A498 117&95.
`O=C(Cc1cc2ccccc2[nH]1)N(CCCc1cnc[nH]1)Cc1ccccc1` gave IGROV1 63, OVCAR-4 80, RXF 393 62, OVCAR-8 87, ACHN 79, SK-OV-3 80, OVCAR-5 91, OVCAR-3 102 and A498 84.
CO/N=C(/C(=O)NC1C(=O)N2C(C(=O)OC(C)OC(C)=O)=C(COC(N)=O)CSC12)c1ccco1 (centres undefined) was read as IGROV1 119, OVCAR-4 109, RXF 393 125, OVCAR-8 110, ACHN 96, SK-OV-3 106, OVCAR-5 96, OVCAR-3 112 and A498 118.
`COc1ccc(/C=C/C(=O)c2ccc(OC)c(OC)c2O)cc1OC` gave IGROV1 84, OVCAR-4 84, RXF 393 103, OVCAR-8 89, ACHN 100, SK-OV-3 107, OVCAR-5 96, OVCAR-3 108 and A498 104.
Cc1ccc(/C=C2\C(=O)N(C)c3ccc(-c4ccccc4)cc32)s1 was read as IGROV1 62, OVCAR-4 79, RXF 393 91, OVCAR-8 88, ACHN 81, SK-OV-3 54, OVCAR-5 98, OVCAR-3 98 and A498 84.
Screening O=C1C(c2ccc3ccccc3n2)=C(O)c2ccccc21 returned IGROV1 46, OVCAR-4 73, RXF 393 93, OVCAR-8 66, ACHN 53, SK-OV-3 94, OVCAR-5 98, OVCAR-3 78 and A498 101.
CCOC(=O)C1(C)CCN(C)C1=O (centres undefined) was read as IGROV1 101, OVCAR-4 110, RXF 393 106, OVCAR-8 100, ACHN 111, SK-OV-3 91, OVCAR-5 112, OVCAR-3 112 and A498 89.
`COc1ccc(-c2nnc(Cn3c(Cc4cccc5ccccc45)nc4ccccc43)o2)cc1` gave IGROV1 78, OVCAR-4 73, RXF 393 92, OVCAR-8 84, ACHN 79, SK-OV-3 96, OVCAR-5 87, OVCAR-3 73 and A498 69.
For CCOC(=O)c1ncn(Cc2ccccc2)c1-n1cccc1 the results were IGROV1 88, OVCAR-4 94, RXF 393 122, OVCAR-8 98, ACHN 105, SK-OV-3 103, OVCAR-5 92, OVCAR-3 84 and A498 68.
`COC(=O)C12C3C(=O)N(c4ccc(C)cc4)C(=O)C3C(c3cn(-c4ccccc4)nc3-c3ccccc3)N1[C@H](c1cn(-c3ccccc3)nc1-c1ccccc1)[C@@H]1C(=O)N(c3ccc(C)cc3)C(=O)[C@@H]12` (some centres undefined) gave IGROV1 134, OVCAR-4 97, RXF 393 98, OVCAR-8 101, ACHN 97, SK-OV-3 106, OVCAR-5 93, OVCAR-3 106 and A498 99.
For N#Cc1nc(-c2ccccc2)oc1N1CCC(CO)C1 (centres undefined) the results were IGROV1 93, OVCAR-4 99, RXF 393 100, OVCAR-8 103, ACHN 105, SK-OV-3 121, OVCAR-5 93, OVCAR-3 104 and A498 76.
`O=C(NC1CC1)c1ccc(-c2nc3ccc4[nH]ncc4c3c3c2CCCC3)cc1` gave IGROV1 23, OVCAR-4 62, RXF 393 -9.5*, OVCAR-8 39, ACHN 17, SK-OV-3 -7.4*, OVCAR-5 75, OVCAR-3 58 and A498 -5.5*.
Nc1cccc(-c2nc3sccn3c2-c2ccnc(NCCCNS(=O)(=O)c3cccc(F)c3)n2)c1 was read as IGROV1 51, OVCAR-4 47, RXF 393 75, OVCAR-8 33, ACHN 49, SK-OV-3 94, OVCAR-5 125, OVCAR-3 55 and A498 73.
`O=C(CSc1nnc2n1N=C(c1ccc(Cl)cc1)CS2)c1ccc(Cl)cc1` gave IGROV1 65, OVCAR-4 82, RXF 393 83, OVCAR-8 76, ACHN 84, SK-OV-3 50, OVCAR-5 85, OVCAR-3 90 and A498 85.
CN1c2ccccc2C(=O)N(NC(=O)Nc2ccc(F)cc2)C1c1ccc(F)cc1 (centres undefined) was read as IGROV1 92, OVCAR-4 70, RXF 393 103, OVCAR-8 94, ACHN 87, SK-OV-3 77, OVCAR-5 103, OVCAR-3 58 and A498 149.
`N#Cc1ncc(-c2ccc(C(F)(F)F)nc2)c(NC2CCCCCC2)n1` gave IGROV1 100, OVCAR-4 91, RXF 393 90, OVCAR-8 97, ACHN 95, SK-OV-3 107, OVCAR-5 107, OVCAR-3 105 and A498 63.
`Cc1nn(-c2ccccc2)c(C)c1N=Nc1ccc(Br)cc1` gave IGROV1 81, OVCAR-4 96, RXF 393 97, OVCAR-8 88, ACHN 73, SK-OV-3 103, OVCAR-5 90, OVCAR-3 99 and A498 74.
For O=C(CN1C(=O)NC2NC(=O)NC21)N/N=C/c1ccc(Cl)cc1Cl (centres undefined) the results were IGROV1 103, OVCAR-4 103, RXF 393 117, OVCAR-8 109, ACHN 105, SK-OV-3 102, OVCAR-5 105, OVCAR-3 104 and A498 112.
Screening NS(=O)(=O)c1ccc(NC2=C(I)C(=O)c3ncccc3C2=O)cc1 returned IGROV1 95, OVCAR-4 92, RXF 393 108, OVCAR-8 94, ACHN 97, SK-OV-3 93, OVCAR-5 111, OVCAR-3 90 and A498 103.
ON=C(C1CCCCC1)C1CCCCC1 was read as IGROV1 102, OVCAR-4 107, RXF 393 109, OVCAR-8 107, ACHN 101, SK-OV-3 106, OVCAR-5 89, OVCAR-3 105 and A498 95.
Screening CCN1C(=O)CC2CCCC1C2 (centres undefined) returned IGROV1 108, OVCAR-4 103, RXF 393 110, OVCAR-8 106, ACHN 106, SK-OV-3 102, OVCAR-5 102, OVCAR-3 107 and A498 111.

Reprinted at random: 2 entries already listed.
For N#Cc1nc(-c2ccccc2)oc1N1CCC(CO)C1 (centres undefined) the results were IGROV1 93, OVCAR-4 99, RXF 393 100, OVCAR-8 103, ACHN 105, SK-OV-3 121, OVCAR-5 93, OVCAR-3 104 and A498 76.
ON=C(C1CCCCC1)C1CCCCC1 was read as IGROV1 102, OVCAR-4 107, RXF 393 109, OVCAR-8 107, ACHN 101, SK-OV-3 106, OVCAR-5 89, OVCAR-3 105 and A498 95.

An excerpt from further up, as a working copy:
ON=C(C1CCCCC1)C1CCCCC1 was read as IGROV1 102, OVCAR-4 107, RXF 393 109, OVCAR-8 107, ACHN 101, SK-OV-3 106, OVCAR-5 89, OVCAR-3 105 and A498 95.
Screening CCN1C(=O)CC2CCCC1C2 (centres undefined) returned IGROV1 108, OVCAR-4 103, RXF 393 110, OVCAR-8 106, ACHN 106, SK-OV-3 102, OVCAR-5 102, OVCAR-3 107 and A498 111.

Returning to the listing with the 2 entries that preceded the break.
ON=C(C1CCCCC1)C1CCCCC1 was read as IGROV1 102, OVCAR-4 107, RXF 393 109, OVCAR-8 107, ACHN 101, SK-OV-3 106, OVCAR-5 89, OVCAR-3 105 and A498 95.
Screening CCN1C(=O)CC2CCCC1C2 (centres undefined) returned IGROV1 108, OVCAR-4 103, RXF 393 110, OVCAR-8 106, ACHN 106, SK-OV-3 102, OVCAR-5 102, OVCAR-3 107 and A498 111.
Screening COc1ccc(C2=NN(c3ccc(S(N)(=O)=O)cc3)C(=O)CC2)cc1 returned IGROV1 79, OVCAR-4 78, RXF 393 83, OVCAR-8 87, ACHN 98, SK-OV-3 113, OVCAR-5 87, OVCAR-3 103 and A498 92.
`COc1ccc(-c2nnc(COc3ccc(NS(=O)(=O)c4ccc(C)cc4)cc3F)o2)cc1` gave IGROV1 102, OVCAR-4 74, RXF 393 87, OVCAR-8 89, ACHN 79, SK-OV-3 84, OVCAR-5 105, OVCAR-3 94 and A498 82.
Screening Fc1ccc(Nc2csc(-c3ccccn3)n2)cc1Cl returned IGROV1 79, OVCAR-4 100, RXF 393 103, OVCAR-8 101, ACHN 91, SK-OV-3 91, OVCAR-5 92 and OVCAR-3 99.
Screening COc1ccc(C(=O)n2nc(CC(=O)NCc3ccccc3)nc2N)cc1 returned IGROV1 94, OVCAR-4 105, RXF 393 118, OVCAR-8 115, ACHN 117, SK-OV-3 107, OVCAR-5 113, OVCAR-3 118 and A498 110.
Screening C#C[C@]1(O)CC[C@H]2[C@@H]3CC=C4c5sc(Nc6cccc(Cl)n6)nc5CC[C@]4(C)[C@H]3CC[C@@]21C returned IGROV1 36, OVCAR-4 48, RXF 393 -57*, OVCAR-8 29, ACHN 16, SK-OV-3 -14*, OVCAR-5 23 and A498 -63*.
CCOc1ccc2c(O)csc2c1 was read as IGROV1 118, OVCAR-4 125, RXF 393 124, OVCAR-8 101, ACHN 105, SK-OV-3 103, OVCAR-5 104, OVCAR-3 110 and A498 104.
For COc1ccc(-c2ccc(=O)n(-c3ccc(S(N)(=O)=O)cc3)n2)cc1 the results were IGROV1 93, OVCAR-4 93, RXF 393 107, OVCAR-8 96, ACHN 102, SK-OV-3 106, OVCAR-5 87, OVCAR-3 124 and A498 78.
For CN1C(=O)N(C)C2C1NN=C1SC(c3ccccc3)=CC(=O)N12 (centres undefined) the results were IGROV1 98, OVCAR-4 106, RXF 393 107, OVCAR-8 97, ACHN 98, SK-OV-3 105, OVCAR-5 97 and A498 78.
`CCOC(=O)c1c(-c2ccc(C)cc2)c(C#N)c(=O)n(-c2cccc(C(F)(F)F)c2)c1N` gave IGROV1 107, OVCAR-4 106, RXF 393 101, OVCAR-8 103, ACHN 97, SK-OV-3 108, OVCAR-5 93, OVCAR-3 106 and A498 106.
Nc1ncnc2c1N=C(c1ccc([N+](=O)[O-])cc1)CC(c1ccc3c(c1)OCO3)N2 (centres undefined) was read as IGROV1 51, OVCAR-4 95, RXF 393 76, OVCAR-8 90, ACHN 88, SK-OV-3 91, OVCAR-5 92, OVCAR-3 91 and A498 87.
`CN1C(=O)NC2NC(=[N+]3CCOCC3)NC21` (centres undefined) gave IGROV1 104, OVCAR-4 112, RXF 393 107, OVCAR-8 102, ACHN 105, SK-OV-3 103, OVCAR-5 98, OVCAR-3 114 and A498 104.
